# BL2 CD40 inh = CD40 pathway inhibition in BL2 cells | BL2 NF-kB luciferase reporter, CD40L-induced, 4 h | inhibition, % at 10 µM | hit rate 0.94% among 83,000 | AID 1053188;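 active = mean inhibition of at least 50% with a set share of replicates also reaching that level; inconclusive = no clear call, values can overlap the other calls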;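 note: 0% = neutral control wells and 100% = IKK inhibitor VII at 50 µM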
# * marks the source's active call; other numbers are inactive results; ? = inconclusive; [ ] = another dose, or the depositor's remark. This is a subset (hit frequency here may not be typical).
structure | BL2 CD40 inh
Cc1cccc(NC(=O)C2CCCN2C(=O)NC2CCCCC2)c1 (configuration not stated) | 7
COc1ccccc1-c1cn(CC[C@@H]2CC[C@@H](NC(=O)C3CCCC3)[C@@H](CO)O2)nn1 | -5
O=C(Nc1ccc(N2CCCCC2)cc1)C1CCCN1S(=O)(=O)c1ccc(F)cc1 (configuration not stated) | -6
COc1ccc(NC(=O)c2cc(-c3ccccn3)nc3ccccc23)c(OC)c1 | 10
COc1ccc(N2CCN(C(=O)Cc3ncc(C(F)(F)F)cc3Cl)CC2)cc1 | -1
N#C[C@@H]1[C@H](c2ccccc2-c2cccc(F)c2)[C@H](CO)N1C(=O)NC1CCCCC1 | 14[25 µM]
Cc1sc2ncnc(N[C@@H](CCC(=O)O)C(=O)O)c2c1C | -3
CC(OC(=O)CCN=C1NS(=O)(=O)c2ccccc21)C(=O)Nc1ccc(F)cc1 (configuration not stated) | -9
CN1CCC(N(C)C(=O)c2cccc(S(=O)(=O)N3CCOCC3)c2)CC1 | 4
Cc1ccc2c(C)c(C(=O)N3CCN(Cc4ccccn4)CC3)oc2c1C | -4
CCN(CC)CCNC(=O)c1cc([N+](=O)[O-])c(N(C)C)cc1OC | 5
O=C(O)c1c[nH]c2c([N+](=O)[O-])cccc2c1=O | 1
N#C[C@@H]1[C@H](c2ccccc2)[C@H](CO)N1C(=O)c1cccnc1 | 2
Cc1cc(-c2nnc3sc(C4CCCCC4)nn23)n[nH]1 | 3
C[C@@H]1CN([C@@H](C)CO)C(=O)CCCn2cc(nn2)CO[C@H]1CN(C)C(=O)Nc1ccc2c(c1)OCCO2 | -76
CC(=O)O[C@H]1CC[C@H]2[C@@H]3CCc4cc(O)ccc4[C@H]3CC[C@]12C | -11
N#C/C(=C/C1=C(N2CCOCC2)C(=C/c2ccc(Cl)cc2)/CC1)C(=O)Nc1ccccc1F | -6
CC(C)=CCN1CCN(Cc2cccn2-c2ncccn2)CC1CCO (configuration not stated) | -2
C[C@@H]1CN([C@@H](C)CO)C(=O)c2cc(-c3cccc(C#N)c3)cnc2O[C@@H]1CN(C)C(=O)C1CCOCC1 | -10[25 µM]
O=S(=O)(NC[C@H]1N[C@H](CO)[C@@H]1c1ccccc1)c1ccccc1 | -3[25 µM]
COc1cccc(NC(=O)CN(C)C(=O)Cn2cnc3ccccc3c2=O)c1 | 3
O=C(c1cnccn1)N1CC(=O)N2[C@H](CO)[C@@H](c3ccc(C#CC4CC4)cc3)[C@@H]2C1 | -8[25 µM]
CCC(C)(C(=O)NC1CCCC1)N(Cc1ccco1)C(=O)Cc1cccs1 (configuration not stated) | 15
COc1ccc(N2C(=O)c3ccccc3NC23C(=O)N(C)c2ccccc23)cc1 (configuration not stated) | -45
Cc1cc(C)n2nc(S(=O)(=O)N(C)Cc3ccccc3)nc2n1 | 4
O=S(=O)(c1cccc(F)c1)N1CC[C@H]2[C@H](CO)Nc3ccc(Br)cc3[C@H]21 | 11[25 µM]
Cc1cc(C)c2nc(N(CCCN(C)C)C(=O)c3ccc(S(=O)(=O)N4CC(C)OC(C)C4)cc3)sc2c1 (configuration not stated) | 22
CC(C)=CCCC(C)CN1CCC(N2CCC(C(=O)N3CCCC3)CC2)CC1 (configuration not stated) | 15
COCC(=O)N1[C@@H]2CN(C(=O)c3cccnc3)c3ccccc3[C@@H]2[C@@H]1CO | -5[25 µM]
c1ccc(-c2cc3c(N4CCN(c5ccccc5)CC4)ncnc3s2)cc1 | -2
CCc1nc2ccccc2n1CC(=O)NC1CCS(=O)(=O)C1 (configuration not stated) | 4
COc1ccc(CC(=O)OC(C)CN2CCCC2)cc1 (configuration not stated) | 11
CC12CCC(C(=O)N3CCCc4ccccc43)(CC1=O)C2(C)C (configuration not stated) | 12
Cc1nnc(SCC(=O)NC(=O)NC(C)C)s1 | 3
CC1CC(=O)c2cnc(N3CCOCC3)nc2C1 (configuration not stated) | -12
O=C(Cc1ncon1)Nc1ccc(F)c(F)c1F | 9
COc1cccc(-c2ccc([C@@H]3[C@H](CO)N4CCCCN(C(=O)c5ccc6c(c5)OCO6)C[C@@H]34)cc2)c1 | -5[25 µM]
O=C(NCc1cccs1)c1nn2cccnc2c1Cl | -28
O=C(c1ccc(=O)[nH]c1)N1CCN(S(=O)(=O)c2ccc3ccccc3c2)CC1 | -10
CN(C)C(=O)C[C@H]1CC[C@H]2[C@H](COc3ccc(NC(=O)C4CCCCC4)cc3C(=O)N2C)O1 | -17[25 µM]

# Reprinted at random: 3 compounds from above, in no set order.
structure | BL2 CD40 inh
CN(C)C(=O)C[C@H]1CC[C@H]2[C@H](COc3ccc(NC(=O)C4CCCCC4)cc3C(=O)N2C)O1 | -17[25 µM]
Cc1nnc(SCC(=O)NC(=O)NC(C)C)s1 | 3
CC12CCC(C(=O)N3CCCc4ccccc43)(CC1=O)C2(C)C (configuration not stated) | 12

# Carrying on:
structure | BL2 CD40 inh
CCOC(=O)c1c(C)cc(C)[nH]c1=O | 1
COC(=O)C(Cc1c[nH]c2ccccc12)N1CCS(=O)(=O)CC1 (configuration not stated) | 11
O=S(=O)(c1ccccc1)N1CC[C@@H]2[C@H](CO)Nc3ccc(C#CC4CCCCC4)cc3[C@@H]21 | 9[25 µM]
COc1ccc(Cc2nnc(SCC(=O)N3CCCC(C)C3)o2)cc1 (configuration not stated) | 2
Cc1nn(C)cc1NC(=O)C[C@H]1CC[C@@H]2[C@H](COc3ccc(NC(=O)c4cccc(F)c4)cc3C(=O)N2C)O1 | -3[25 µM]
Cc1ccc(/C=N/N2CCCCC2)o1 | 11
O=C1NC2(CCCC2)C(=O)N1CC(=O)N(Cc1ccccc1)c1ccccc1 | -1
Cc1cccc(S(=O)(=O)N2CCCCN3[C@@H](CO)[C@@H](c4ccc(-c5ccncc5)cc4)[C@@H]3C2)c1 | 9[25 µM]
COCn1ccnc1C(=O)c1ccco1 | 1
CC(=O)Nc1nonc1NC(=O)c1ccc(F)cc1 | 3
Clc1ccc(Cc2noc(-c3cccs3)n2)cc1 | -79
CCCS(=O)c1nc(C)cc(C)c1S(C)(=O)=O (configuration not stated) | 6
O=C(NCCCO)c1cc2ccccc2[nH]1 | 14
O=C(COC(=O)C1CC1)Nc1ccc(Cl)cn1 | -8
CCN(c1ccccc1)S(=O)(=O)c1ccc(Cl)c(NC(=O)CN2CCCCCC2)c1 | 25
CC(C)[C@@H](C)NC(=O)N(C)C[C@@H]1OCc2ccccc2-c2c(n(C)c3ccccc23)C(=O)N([C@H](C)CO)C[C@H]1C | 0
Cc1cc(-c2ccn[nH]2)c(C)s1 | 9
Cc1ccc(S(=O)(=O)NCC[C@@H]2CC[C@@H](NC(=O)c3cccnc3)[C@H](CO)O2)cc1 | -4[25 µM]
Cc1cc(NC(=O)COC(=O)[C@H](C)NC(=O)c2ccccc2)no1 | 4
COc1ccc(Nc2nc3cc(-c4sccc4C)sc3c(=O)n2C)cc1OC | -65
COC(=O)CCc1c(C)nc(N)[nH]c1=O | 26
Cc1noc(C)c1NC(=O)N(C)C[C@H]1Oc2ccc(NC(=O)CCCN(C)C)cc2C(=O)N([C@H](C)CO)C[C@H]1C | -5[25 µM]
CCc1oc(C(=O)O)cc1COC | -3
Cc1cccc(NS(=O)(=O)c2cccc(C(=O)N3CCN(S(=O)(=O)c4ccccc4)CC3)c2)c1 | 9
C[C@@H]1CN([C@H](C)CO)C(=O)c2c(c3ccccc3n2C)-c2ccccc2CO[C@H]1CN(C)Cc1cccc(C(=O)O)c1 | 0
CNc1nc(C)c(C(C)=O)cc1C#N | 0
C[C@@H]1CN([C@H](C)CO)C(=O)c2cc(N(C)C)ccc2O[C@@H](C)CCCCO[C@@H]1CN(C)S(=O)(=O)c1cn(C)cn1 | -17[25 µM]
CCOc1cc(-c2nnc(NC(=O)c3ccco3)o2)cc(OCC)c1OCC | 3
COc1cccc(NC(=O)Cn2c(=O)n(CC3CCCO3)c(=O)c3ccccc32)c1 (configuration not stated) | 2
CC(C)CN(C(=O)C1CCCC1)C1CCS(=O)(=O)C1 (configuration not stated) | 8
CCc1ccc(NC(=S)Nc2cc(OC)c(NC(=O)C(C)C)cc2OC)cc1 | -19
CCCNC(=O)N1[C@H](C#N)[C@@H](c2ccc(-c3cccc(OC)c3)cc2)[C@H]1CO | ?
COCC(=O)N1CC[C@@H]2[C@H](CO)Nc3ccc(-c4ccc(C(=O)N(C)C)cc4)cc3[C@@H]21 | -7[25 µM]
O=S(=O)(c1cccs1)N1CCCCN2[C@H](CO)[C@H](c3ccc(C4=CCCC4)cc3)[C@H]2C1 | -11[25 µM]
COC(=O)c1c(C)c[nH]c1C | 7
CC(NC(=O)Nc1ccc2c(c1)OCO2)c1ccncc1 (configuration not stated) | -16
O=C(NC(=S)/C(=C1\CCCCCN1)[N+](=O)[O-])c1ccccc1 | 72*
C=CCN1C(=O)/C(=C/c2ccsc2)SC1=S | -4
O=C(c1ccc2c(c1)OCO2)N1CCCc2ccccc21 | -14
O=C(COc1ccc([N+](=O)[O-])cc1)Nc1ccccc1C(=O)NC1CC1 | 6

# More results follow:
molecule,BL2 CD40 inh
C/C=C/c1ccc([C@H]2[C@H](CO)N(S(=O)(=O)Cc3ccccc3)C23CN(C(=O)C2CCCC2)C3)cc1,28[25 µM]
COC(=O)c1nn(-c2cccc(C(F)(F)F)c2)c(=O)cc1Sc1ccccn1,-5
Cc1ccc(-c2csc3ncn(/N=C/N(C)C)c(=O)c23)o1,34
O=[N+]([O-])c1cc2c(cc1/C=N\NS(=O)(=O)c1ccccc1)OCO2,8
O=C(c1cnn2c(C(F)(F)F)cc(-c3ccco3)nc12)N1CCc2ccccc2C1,23
CC(C)N1CCN(Cc2ccc(Oc3ncccn3)cc2)CC1CCO (configuration not stated),4
Nc1c(Br)cc(Br)c2c1[nH]c(=O)c1ccccc12,1
CCOC(=O)c1c(C)nc2c(c1-c1ccccc1)C(=O)CCC2,12
CC1CCCCN1S(=O)(=O)c1ccc(-n2cnnn2)cc1 (configuration not stated),5
Cc1c(C(=O)Nc2ccc(S(=O)(=O)N(C)C3CCN(C)CC3)cc2)oc2ccccc12,17

# Of the compounds above, these contain a COOH group.
molecule,BL2 CD40 inh
Cc1sc2ncnc(N[C@@H](CCC(=O)O)C(=O)O)c2c1C,-3
O=C(O)c1c[nH]c2c([N+](=O)[O-])cccc2c1=O,1
CCc1oc(C(=O)O)cc1COC,-3
C[C@@H]1CN([C@H](C)CO)C(=O)c2c(c3ccccc3n2C)-c2ccccc2CO[C@H]1CN(C)Cc1cccc(C(=O)O)c1,0

# (cont.)
molecule,BL2 CD40 inh
CN(CC(=O)Nc1cccc(F)c1)C(=O)c1sccc1-c1ccccc1,7
Cc1nc(CCNC(=O)CC2C(=O)NCCN2Cc2ccccc2)sc1C (configuration not stated),-1
O=C(Nc1cc(F)ccc1F)N[C@H]1CC[C@H](CC(=O)N2CCc3ccccc3C2)O[C@H]1CO,-3[25 µM]
CCNC(=O)NC(=O)CN(C)c1ccccc1,1
COc1ccccc1/C=C/[C@@H]1C[C@H]2CN(Cc3cccc(Cl)c3)C(=O)[C@]23CCCN13,17
O=S(=O)(Nc1ccc(S(=O)(=O)N2CCCCC2)cc1)c1cccs1,10
Fc1ccc(COc2cccc(CNCc3ccncc3)c2)cc1,22
CO[C@H]1CN(C)C(=O)c2ccc(NC(C)=O)cc2OC[C@H](C)N(Cc2cccc(F)c2)C[C@@H]1C,5[25 µM]
O=C1c2ccccc2CN1CCNS(=O)(=O)c1ccc2ccccc2c1,9
Cc1cc(C)n(C(N)=NC(=O)c2ccccc2)n1,-63
COc1ccc2nc(NC(=O)CCc3cc(OC)c(OC)c(OC)c3)sc2c1,3
COc1ccc(/C=N/Nc2nc3ccccc3c(=O)n2-c2ccccc2)cc1OC,-65
O=C(COC(=O)C1CC(=O)N(Cc2ccccc2)C1)Nc1ccc2c(c1)OCO2 (configuration not stated),15
N#C[C@@H]1[C@H](c2ccccc2-c2cccc(F)c2)[C@H](CO)N1S(=O)(=O)c1cccc(F)c1,6[25 µM]
Cc1cc(Cl)c(OCCCN(C)C)c(Br)c1,5
COc1cccc(CN(C)C(=O)CCN=C2NS(=O)(=O)c3ccccc32)c1OC,3
CCN(Cc1ccccc1)C(=O)C1CCN(Cc2ccc(SC)cc2)CC1,3
CC1CCN(S(=O)(=O)c2ccc(NC(=O)Cc3ccc(S(=O)(=O)N4CCOCC4)s3)cc2)CC1,1
O=C(NCCN1CCOCC1)Nc1ccccc1,11
CNC(=O)Nc1ccc(Cl)cc1,-31
Nn1c(Nc2ccccc2)nc2sc3c(c2c1=O)CCCC3,-5
O=S(=O)(c1ccccc1F)N1CCCCN2[C@@H](CO)[C@H](c3ccc(-c4cncnc4)cc3)[C@@H]2C1,-9[25 µM]
COC(=O)Nc1ccc(N2CCOCC2)c(S(=O)(=O)N2CCOCC2)c1,-2
C[C@@H]1CCCCO[C@H](CN(C)Cc2ccc(C(F)(F)F)cc2)[C@@H](C)CN([C@H](C)CO)C(=O)c2cc(NC(=O)Nc3cccc4ccccc34)ccc2O1,37[25 µM]
O=C(c1ccc(F)cc1)N1CC[C@H]2[C@H](CO)Nc3ccc(-c4ccccc4F)cc3[C@H]21,-3[25 µM]
COc1cccc(NC(=O)N2C[C@@H](O)COC[C@H]3O[C@H](CC(=O)N(C)C)CC[C@@H]32)c1,-6[25 µM]
CC(C)(C)S(=O)N1Cc2cc(C(=O)O)nc(-c3cccc(-c4cc5ccccc5o4)c3)c2[C@@H]1CCO (some centres not stated),-21[25 µM]
CCOC(=O)COc1ccc(C(=O)CC)cc1OC,0
COc1ccc(NC(=O)Nc2ccc3c(c2)C(=O)N([C@@H](C)CO)C[C@H](C)[C@@H](CN(C)Cc2ccc(C(F)(F)F)cc2)OCCCC[C@H](C)O3)cc1,-6
COc1ccc(OC)c(S(N)(=O)=O)c1,12
O=C(N/N=C\c1ccc(OC(=O)c2ccco2)cc1)c1ccc(Cl)cc1,-3
FC(F)(F)c1cnc(C(c2ccccn2)c2ncn[nH]2)c(Cl)c1 (configuration not stated),12
CC(C)C#Cc1ccc([C@@H]2[C@@H](C#N)N(C(=O)C3CCC3)[C@@H]2CO)cc1,-8
Cc1nc2cc(NC(=O)Nc3ccc(N4CCOCC4)cc3)ccc2n1C,-5
Cc1ccc(NC(=O)CN2C(=O)NC3(CCCC3)C2=O)nc1,2

# Screening data (PubChem)
